Rac1 GTP hydrolysis: MgcRacGAP GTPase-activating activity inhibitors, confirmation, biochemical, ADP Hunter fluorescence; MgcRacGAP-stimulated Rac1 GTP hydrolysis, ADP Hunter fluorescence; higher % means a stronger effect; GST-tagged Rac1 F28L mutant substrate; one-dose inhibition, % at 30 µM; IC50 in µM for titrated hits; 340,000 tested, 0.6% active; AID 624330;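 active = first-screen hits whose inhibition reached a set limit at any dose in the follow-up dose series; inconclusive = inhibition above the set first-screen limit but never retested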;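 also: fluorescence reports GDP produced by GAP-driven GTP hydrolysis; strong numbers were not always called active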
XIAP displacement: XIAP antagonists, biochemical, IAP family, fluorescence polarization (AID 1018); XIAP BIR domain, fluorescence polarization peptide displacement; higher % means a stronger effect; one-dose displacement, % at 20 µM; IC50 in µM for titrated hits; 200,000 tested, 0.007% active; in the data active = displacement above about 50%; also: a part of the inactive calls stands beside numbers as strong as those of hits
HIV fusion peptide: cell-free HIV fusion peptide-binding blockers – biochemical, uHTS, fluorescence dequenching, primary screen (AID 1986). cell-free peptide binding, fluorescence dequenching, 30 min; higher % means a stronger effect. one-dose inhibition, % at 20 µM; IC50 in µM for titrated hits. 290,000 tested, 0.3% active; in the data active = inhibition mostly above about 52%, no sharp cut-off; inactive = mostly below about 76%; also: some results filed as inactive read as strong as hits
NS5 inhibitors: Dengue-2 NS5 methyltransferase inhibitors, primary screen, biochemical, confirmation dose response (AID 588689); Dengue-2 NS5 methyltransferase capping enzyme assay, biochemical; higher % means a stronger effect; inhibition, % at 25 µM, or IC50 in µM where a hit was titrated; 340,000 tested, 0.3% active; in the data active = a potency from the dose series; inconclusive = inhibition above about 29% without an active follow-up result
SIAH1 antagonists: blockers of Siah-1 interaction with plectin peptide – biochemical, fluorescence polarization, rhodamine-plectin, uHTS, primary screen (AID 1817); Siah-1 / rhodamine-plectin peptide fluorescence polarization; higher % means a stronger effect; displacement, % at 20 µM, or IC50 in µM where a hit was titrated; 290,000 tested, 0.02% active;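 active = displacement of at least 50% at 20 µM, with a fluorescence ratio check between 0.3 and a set limit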;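 also: plate controls were Siah plus tracer with DMSO for no effect and tracer alone without Siah for full effect; strong numbers were not always called active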
SV40 large T antigen: TAg ATPase/helicase activity blockers – biochemical (AID 1903). 310,000 tested, 0.39% active. SV40 large T antigen ATPase/helicase inhibition assay; higher % means a stronger effect. inhibition, % at 20 µM; hits with a dose series show IC50 in µM; in the data active = a potency from the dose series; inconclusive = inhibition mostly from about 32% at the one dose, without a potency; inactive = the rest, 99 in 100 with inhibition below about 32%; also: strong numbers were not always called active
AID2073: inhibitors of Mint1-CaV2.2 protein interaction, biochemical, HTRF (AID 2073) | HTRF protein-protein interaction, Mint1-CaV2.2; higher % means a stronger effect | one-dose inhibition, % at 20 µM; IC50 in µM for titrated hits | 290,000 tested, 0.19% active; in the data active = inhibition mostly above about 51%, no sharp cut-off; inconclusive = no clear call, values can overlap the other calls; inactive = mostly below about 53%; also: some results filed as inactive read as strong as hits
LYP phosphatase: inhibitors of LYP phosphatase, biochemical, fluorescence intensity, uHTS (AID 1779); recombinant LYP phosphatase, fluorescence intensity; higher % means a stronger effect; one-dose inhibition, % at 11.5 µM; IC50 in µM for titrated hits; 290,000 tested, 0.054% active; in the data active = inhibition above about 50%;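 also: plate controls were vehicle with enzyme for no effect and no enzyme for full effect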
RSV antiviral HEp-2: inhibition of RSV-induced cytopathic effect – HEp-2 cells, primary 10 µM value included (AID 2391) | HEp-2 cells, RSV-induced CPE inhibition; higher % means a stronger effect | CPE inhibition, % at 10 µM, or IC50 in µM where a hit was titrated | 310,000 tested, 0.13% active; in the data active = a potency from the dose series; inconclusive = CPE inhibition mostly from about 23% at the one dose, without a potency; inactive = the rest, 99 in 100 with CPE inhibition below about 21%; also: strong numbers were not always called active
NS5 inhibitors pilot replicate: also measured in NS5 inhibitors; calls as there; inhibition, %; measured here: pilot screen replicate inhibition
Starred values were filed as active, the others as inactive.

For O=[N+]([O-])c1ccc(N2CCN(c3ccccc3F)CC2)c(S(=O)(=O)N2CCOCC2)c1 the results were Rac1 GTP hydrolysis 7%, XIAP displacement 0.0%, HIV fusion peptide -2.1%, NS5 inhibitors -2%, SIAH1 antagonists 2%, SV40 large T antigen 13%, AID2073 23%, LYP phosphatase 10% and RSV antiviral HEp-2 7.9%.
`O=C(OCC(=O)N1CCOCC1)c1ccc(F)cc1Cl` gave Rac1 GTP hydrolysis 1%, HIV fusion peptide 1.6%, NS5 inhibitors -2%, SIAH1 antagonists -4%, SV40 large T antigen 3%, AID2073 6%, LYP phosphatase -8% and RSV antiviral HEp-2 0.3%.
For CCn1ncc(CN2CCC(Oc3ccc(C(=O)N4CCCC4)cc3)CC2)c1C the results were Rac1 GTP hydrolysis 7%, HIV fusion peptide 0.9%, NS5 inhibitors -3%, SIAH1 antagonists 3%, SV40 large T antigen 3%, AID2073 13%, LYP phosphatase -7% and RSV antiviral HEp-2 -0.1%.
Cc1ccc(S(=O)(=O)Nc2ccc(C(OC(=O)c3ccccc3[N+](=O)[O-])(C(F)(F)F)C(F)(F)F)cc2)cc1 was read as Rac1 GTP hydrolysis 9%, XIAP displacement -0.8%, HIV fusion peptide -3.0%, NS5 inhibitors -3%, SIAH1 antagonists -2%, SV40 large T antigen 7%, AID2073 0%, LYP phosphatase 5% and RSV antiviral HEp-2 0.1%.
Screening O=C(COc1cccc2cccnc12)Nc1ccccc1N1CCOCC1 returned Rac1 GTP hydrolysis 2%, XIAP displacement 1.7%, HIV fusion peptide -2.6%, NS5 inhibitors -7%, SIAH1 antagonists -6%, SV40 large T antigen 10%, AID2073 0%, LYP phosphatase 0% and RSV antiviral HEp-2 3.3%.
`COc1ccc(-c2nc3ccccc3n2OCC(=O)O)cc1` gave Rac1 GTP hydrolysis 1%, XIAP displacement -7.5%, HIV fusion peptide -1.0%, NS5 inhibitors -1%, SIAH1 antagonists 13%, SV40 large T antigen 6%, AID2073 10%, LYP phosphatase -4% and RSV antiviral HEp-2 0.9%.
For Cc1cccc(N(CC(=O)NC2CCCCC2)C(=O)CCCC(=O)Nc2ccccn2)c1C the results were Rac1 GTP hydrolysis 7%, HIV fusion peptide -0.2%, NS5 inhibitors -8%, SIAH1 antagonists 6%, SV40 large T antigen 7%, AID2073 -1%, LYP phosphatase -6% and RSV antiviral HEp-2 1.5%.
Cc1cc(NC(=O)CN2CCCC(C)C2)no1 (configuration not stated) was read as Rac1 GTP hydrolysis 21%, XIAP displacement -14%, HIV fusion peptide 1.1%, NS5 inhibitors -10%, SIAH1 antagonists 4%, SV40 large T antigen -4%, AID2073 4%, LYP phosphatase -12% and RSV antiviral HEp-2 -1.4%.
Screening O=C(Cc1ccc(Cl)cc1)NCCN1CCCC1 returned Rac1 GTP hydrolysis -4%, XIAP displacement -5.5%, HIV fusion peptide 1.2%, NS5 inhibitors -2%, SIAH1 antagonists 4%, SV40 large T antigen 10%, AID2073 4%, LYP phosphatase -11% and RSV antiviral HEp-2 -1.2%.
O=C(CSc1nc(-c2cccs2)cc(C(F)(F)F)n1)NCc1ccccc1 was read as Rac1 GTP hydrolysis -1%, XIAP displacement -5.5%, HIV fusion peptide 2.1%, NS5 inhibitors -4%, SIAH1 antagonists -2%, SV40 large T antigen 24%, AID2073 8%, LYP phosphatase 7% and RSV antiviral HEp-2 1.1%.
For Cc1c(C(=O)Nc2ccncc2)sc2nc(-c3ccccc3)cn12 the results were Rac1 GTP hydrolysis 9%, XIAP displacement -5.9%, HIV fusion peptide 1.9%, NS5 inhibitors -1%, SIAH1 antagonists -4%, SV40 large T antigen 12%, AID2073 -14%, LYP phosphatase 2% and RSV antiviral HEp-2 13%.
Screening O=C(CC(NC(=O)c1ccccc1)c1ccccc1)Nc1ccc(F)c(F)c1 (configuration not stated) returned Rac1 GTP hydrolysis 11%, XIAP displacement -12%, HIV fusion peptide -0.9%, NS5 inhibitors -7%, SIAH1 antagonists -1%, SV40 large T antigen 4%, AID2073 -8%, LYP phosphatase 0% and RSV antiviral HEp-2 1.6%.
For CCN1C(=O)[C@@H]2[C@@H](c3ccc(-c4ccc(F)cc4)c(OC)c3)N3CCCC[C@@]3(C(=O)OC)[C@@H]2C1=O the results were Rac1 GTP hydrolysis 0%, NS5 inhibitors -13%, SV40 large T antigen 14% and RSV antiviral HEp-2 1.4%.
Screening COC(=O)COC(=O)c1ccc(-n2nnnc2SC)cc1 returned Rac1 GTP hydrolysis 6%, XIAP displacement -3.7%, HIV fusion peptide -2.0%, NS5 inhibitors -5%, SIAH1 antagonists -6%, SV40 large T antigen -2%, AID2073 -7%, LYP phosphatase -17%, RSV antiviral HEp-2 -0.7% and NS5 inhibitors pilot replicate -0.1.
Screening O=C1CSC(=S)N1/N=C/c1c(F)cccc1F returned Rac1 GTP hydrolysis 7%, HIV fusion peptide 2.9%, NS5 inhibitors -19%, SIAH1 antagonists 6%, SV40 large T antigen 13%, AID2073 -14%, LYP phosphatase -6% and RSV antiviral HEp-2 -0.1%.
O=C(c1ccco1)N1CCN(S(=O)(=O)c2ccccc2[N+](=O)[O-])CC1 was read as Rac1 GTP hydrolysis -2%, XIAP displacement -6.2%, HIV fusion peptide -1.3%, NS5 inhibitors -3%, SIAH1 antagonists -1%, SV40 large T antigen 0%, AID2073 -4%, LYP phosphatase 6% and RSV antiviral HEp-2 1.8%.
CCCCC(=O)Nc1nc2ccc(C(=O)OC)cc2s1 was read as Rac1 GTP hydrolysis 7%, XIAP displacement -3.5%, HIV fusion peptide -1.0%, NS5 inhibitors -2%, SIAH1 antagonists 5%, SV40 large T antigen -1%, AID2073 -2%, LYP phosphatase -2% and RSV antiviral HEp-2 3.5%.
For O=C(C1CCCN1S(=O)(=O)c1ccc(Cl)c(Cl)c1)N1CCCCC1 (configuration not stated) the results were Rac1 GTP hydrolysis 8%, XIAP displacement -1.3%, HIV fusion peptide -1.2%, NS5 inhibitors -6%, SIAH1 antagonists 0%, SV40 large T antigen 5%, AID2073 18%, LYP phosphatase -5% and RSV antiviral HEp-2 -0.9%.
For O=C(Nc1nc2ccccc2s1)C1CCN(C(=O)c2ccco2)CC1 the results were Rac1 GTP hydrolysis 10%, HIV fusion peptide -0.1%, NS5 inhibitors -2%, SIAH1 antagonists 6%, SV40 large T antigen 10%, AID2073 -1%, LYP phosphatase -4% and RSV antiviral HEp-2 6.8%.
CC1=NOC(=O)/C1=C\c1ccc(-c2ccccc2Br)o1 was read as Rac1 GTP hydrolysis 16%, XIAP displacement -13%, HIV fusion peptide 18%, NS5 inhibitors 4%, SIAH1 antagonists 27%, SV40 large T antigen 16µM*, AID2073 28% and LYP phosphatase 5%.

As a short view, 3 of the compounds above.
For O=C(C1CCCN1S(=O)(=O)c1ccc(Cl)c(Cl)c1)N1CCCCC1 (configuration not stated) the results were Rac1 GTP hydrolysis 8%, XIAP displacement -1.3%, HIV fusion peptide -1.2%, NS5 inhibitors -6%, SIAH1 antagonists 0%, SV40 large T antigen 5%, AID2073 18%, LYP phosphatase -5% and RSV antiviral HEp-2 -0.9%.
For O=C(Nc1nc2ccccc2s1)C1CCN(C(=O)c2ccco2)CC1 the results were Rac1 GTP hydrolysis 10%, HIV fusion peptide -0.1%, NS5 inhibitors -2%, SIAH1 antagonists 6%, SV40 large T antigen 10%, AID2073 -1%, LYP phosphatase -4% and RSV antiviral HEp-2 6.8%.
CC1=NOC(=O)/C1=C\c1ccc(-c2ccccc2Br)o1 was read as Rac1 GTP hydrolysis 16%, XIAP displacement -13%, HIV fusion peptide 18%, NS5 inhibitors 4%, SIAH1 antagonists 27%, SV40 large T antigen 16µM*, AID2073 28% and LYP phosphatase 5%.

The list continues:
`COc1ccc(/C=N/NC(=O)COc2ccccc2-c2ccccc2)cc1` gave Rac1 GTP hydrolysis 4%, XIAP displacement -2.5%, HIV fusion peptide 1.1%, NS5 inhibitors -7%, SIAH1 antagonists -2%, SV40 large T antigen 17%, AID2073 6%, LYP phosphatase 4% and RSV antiviral HEp-2 2.0%.
Cc1nnc(NCc2ccncc2)c2ccccc12 was read as Rac1 GTP hydrolysis 10%, XIAP displacement -5.3%, HIV fusion peptide -2.9%, NS5 inhibitors -9%, SIAH1 antagonists 6%, SV40 large T antigen 15%, AID2073 24%, LYP phosphatase -3% and RSV antiviral HEp-2 -0.2%.
`Cc1ccc(Nc2nc3c([nH]2)c(=O)n(C)c(=O)n3C)cc1` gave Rac1 GTP hydrolysis 7%, XIAP displacement -2.9%, HIV fusion peptide 4.5%, NS5 inhibitors -5%, SIAH1 antagonists -4%, SV40 large T antigen inconclusive, AID2073 -13%, LYP phosphatase -4% and RSV antiviral HEp-2 2.1%.
`CCOC(=O)C1=C(C)N=C2SCCC(=O)N2C1c1ccc(OC)cc1` (configuration not stated) gave XIAP displacement -3.1%, HIV fusion peptide -0.1%, SIAH1 antagonists -7%, SV40 large T antigen 6%, AID2073 -2%, LYP phosphatase -1% and RSV antiviral HEp-2 0.3%.
COc1ccccc1C(=O)N1CCN(C(=O)c2oc3ccc(C)cc3c2C)CC1 was read as Rac1 GTP hydrolysis -4%, HIV fusion peptide -0.6%, NS5 inhibitors 1%, SIAH1 antagonists -4%, SV40 large T antigen 0%, AID2073 0%, LYP phosphatase -11% and RSV antiviral HEp-2 inconclusive.
Screening N#Cc1ccc(C(CC(=O)O)N2Cc3ccccc3C2=O)cc1 (configuration not stated) returned Rac1 GTP hydrolysis 7%, HIV fusion peptide 1.6%, NS5 inhibitors -4%, SIAH1 antagonists -2%, SV40 large T antigen -3%, AID2073 29%, LYP phosphatase -9% and RSV antiviral HEp-2 1.8%.
Cc1ccc(F)c(NC(=O)c2c(-c3ccccc3)noc2C)c1 was read as Rac1 GTP hydrolysis 7%, HIV fusion peptide -1.0%, NS5 inhibitors 4%, SIAH1 antagonists -2%, SV40 large T antigen 24%, AID2073 -2%, LYP phosphatase -2% and RSV antiviral HEp-2 -0.7%.
`COc1ccc(C)cc1NC(=O)COC(=O)C1CCN(C(=O)c2ccc(Cl)cc2)CC1` gave Rac1 GTP hydrolysis 7%, XIAP displacement 3.1%, HIV fusion peptide 0.4%, NS5 inhibitors 1%, SIAH1 antagonists 14%, SV40 large T antigen -10%, AID2073 6%, LYP phosphatase 6% and RSV antiviral HEp-2 1.2%.
For CCOC(=O)[C@H]1[C@H]2COc3ccccc3[C@@H]2N2C(=O)c3cc(Br)ccc3NC(=O)[C@@]12C the results were Rac1 GTP hydrolysis 0%, NS5 inhibitors 12%, SV40 large T antigen -3% and RSV antiviral HEp-2 4.1%.
For Fc1ccc(C2CCCN2Cc2nc(Cc3ccccc3F)no2)cc1 (configuration not stated) the results were Rac1 GTP hydrolysis 11%, XIAP displacement -1.4%, HIV fusion peptide -0.2%, NS5 inhibitors -17%, SIAH1 antagonists -5%, SV40 large T antigen 5%, AID2073 -3%, LYP phosphatase 10% and RSV antiviral HEp-2 2.8%.

Screening results deposited in PubChem by several laboratories.
